# PAFAH1B3 FP inh = PAFAH1B3 (human) inhibition; 0.28% of 340,000 active; inhibition, % at 3.39 µM; Q15102; recombinant PAFAH1B3, FP-rhodamine probe, fluorescence polarization;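 active = inhibition above the screen-wide average of all tested compounds plus 3 SD, cut at about 25% in these data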;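 note: 0% = enzyme with DMSO only and 100% = wells lacking PAFAH1B3 protein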
# Target sequence (Q15102 whole entry, looked up): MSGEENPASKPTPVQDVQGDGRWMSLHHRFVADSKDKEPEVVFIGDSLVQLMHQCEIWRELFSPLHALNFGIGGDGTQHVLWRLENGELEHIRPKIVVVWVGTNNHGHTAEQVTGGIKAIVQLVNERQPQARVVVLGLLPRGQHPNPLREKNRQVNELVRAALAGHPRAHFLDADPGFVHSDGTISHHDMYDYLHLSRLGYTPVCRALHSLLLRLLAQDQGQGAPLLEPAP
# pPAFAH inh = pPAFAH (human) enzyme inhibition. recombinant pPAFAH, FP-rhodamine probe fluorescence polarization. Q13093. inhibition, % at 3.39 µM. 1.5% of 330,000 active. AID 463082;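 active = inhibition above the mean inhibition across the screen plus 3 SD, cut at about 25% in these data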;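 note: inhibitors block binding of the rhodamine activity-based probe so polarization drops; 0% = enzyme with DMSO and 100% = wells lacking pPAFAH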
# Fam108B counter = blocks mouse Fam108B hydrolase in RBBP9 counter-screen | recombinant Fam108B, FP-Rh probe fluorescence polarization | inhibition, % at 9.51 µM | 0.33% of 300,000 active | AID 1947;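 active = inhibition above the screen mean inhibition plus 3 SD, computed separately per campaign, cut at about 18% in these data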;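 note: inhibitors lower polarization as less probe binds the enzyme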
# PAFAH2 inh = PAFAH2 (human) inhibition; inhibition, % at 3.39 µM; 0.99% of 340,000 active; recombinant PAFAH2, FP-rhodamine activity probe, fluorescence polarization; Q99487;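 active = inhibition above the mean over all tested compounds plus 3 SD, cut at about 30% in these data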;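 note: inhibitors block probe labeling of enzyme so polarization drops; 0% = enzyme with DMSO and 100% = wells lacking PAFAH2 protein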
# PAFAH1B2 inh = blocks human PAF acetylhydrolase 1b catalytic subunit 2; recombinant PAFAH1B2, FP-rhodamine activity probe, fluorescence polarization; inhibition, % at 3.39 µM; 1.2% of 340,000 active; P68402;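 active = inhibition above the mean of all tested compounds plus 3 SD, cut at about 24% in these data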;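 note: 0% = enzyme with DMSO and 100% = wells lacking PAFAH1B2; many of its hits are not listed in these tables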
# PAD4 inh = inhibitors of human PAD4. Q9UM07. recombinant PAD4, RCA probe fluorescence polarization. inhibition, % at 6.36 µM. 0.41% of 330,000 active;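 active = percent inhibition above a cutoff equal to the mean of all tested compounds plus 3 SD, cut at about 15% in these data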;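 note: 0% = PAD4 with RCA probe and DMSO and 100% = probe without PAD4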
# PME-1 primary = PME-1 (human) inhibition | Q9Y570 | recombinant PME-1, FP-Rh probe fluorescence polarization | inhibition, % at 5.9 µM | 0.53% of 320,000 active;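 active = inhibition above the campaign mean of all compounds plus 3 SD, cut at about 26% in these data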;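 note: competitive labeling of PME-1 active site by serine hydrolase directed probe; 0% = PME-1 with DMSO and 100% = wells lacking PME-1 enzyme; inhibitors block probe labeling so polarization falls and inhibition rises; many of its hits are not listed in these tables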
# Target sequence (Q9Y570 whole entry, looked up): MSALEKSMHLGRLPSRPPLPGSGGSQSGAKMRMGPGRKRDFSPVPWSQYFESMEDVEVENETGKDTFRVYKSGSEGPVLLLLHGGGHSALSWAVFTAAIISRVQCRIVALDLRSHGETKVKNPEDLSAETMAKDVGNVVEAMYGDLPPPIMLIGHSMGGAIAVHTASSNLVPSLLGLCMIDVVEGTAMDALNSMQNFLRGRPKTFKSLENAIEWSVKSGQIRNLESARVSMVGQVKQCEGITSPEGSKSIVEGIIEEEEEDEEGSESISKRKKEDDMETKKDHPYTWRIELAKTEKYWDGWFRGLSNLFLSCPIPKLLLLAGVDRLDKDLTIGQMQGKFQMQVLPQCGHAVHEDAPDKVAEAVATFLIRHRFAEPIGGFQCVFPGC
# LYPLA1 inh = counter-screen for PME1 inhibitors: inhibitors of human LYPLA1. inhibition, % at 5.9 µM. 0.16% of 320,000 active. AID 2174. recombinant LYPLA1, FP-Rh probe fluorescence polarization;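 active = inhibition above the mean of all tested compounds plus 3 SD, set per campaign, cut at about 14% in these data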;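 note: inhibitors block serine hydrolase probe labeling of LYPLA1 so polarization falls; 0% = enzyme with DMSO and 100% = wells lacking LYPLA1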
# GSTO1 counter = counter-screen for RBBP9 inhibitors: inhibitors of human GSTO1; P78417; recombinant GSTO1, activity-based probe fluorescence polarization; inhibition, % at 5.96 µM; 1.1% of 300,000 active; AID 1974;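 active = inhibition above the campaign mean inhibition plus 3 SD, cut at about 35% in these data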;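 note: 0% = GSTO1-1 with DMSO and 100% = wells lacking GSTO1-1 enzyme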
# Target sequence (P78417 whole entry, looked up): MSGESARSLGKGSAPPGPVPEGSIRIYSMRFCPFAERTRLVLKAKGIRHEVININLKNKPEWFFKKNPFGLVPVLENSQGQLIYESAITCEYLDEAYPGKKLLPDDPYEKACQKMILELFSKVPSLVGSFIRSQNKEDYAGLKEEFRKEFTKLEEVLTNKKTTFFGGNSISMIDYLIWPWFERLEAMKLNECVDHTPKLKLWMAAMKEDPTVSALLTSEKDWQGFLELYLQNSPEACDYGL
# Active calls of the source: *; nt = not tested or not shown.
nr	SMILES	PAFAH1B3 FP inh	pPAFAH inh	Fam108B counter	PAFAH2 inh	PAFAH1B2 inh	PAD4 inh	PME-1 primary	LYPLA1 inh	GSTO1 counter
1	O=[N+]([O-])c1cccc(/C=C2\CCC(/C=N/Nc3ccc4ccccc4n3)=C2N2CCOCC2)c1	0	5	3	-1	1	1	-1	-1	4
2	CC(C(=O)Nc1ccc2c(c1)OCO2)N(C)CC(=O)Nc1ccccc1Cl (stereo not drawn)	5	-4	nt	0	1	-4	nt	nt	nt
3	O=C(Cn1c(CO)nc2ccccc21)NC1CCCCCC1	8	-1	-1	1	4	3	-4	3	-1
4	CC(C)C(NS(=O)(=O)c1ccc2c(c1)C(C)(C)C(=O)N2C)C(=O)NCc1ccc(F)cc1 (stereo not drawn)	-8	-1	2	2	2	0	1	-1	9
5	O=C(CN1C(=O)c2cccnc2Oc2ccc(Cl)cc21)NCCc1ccccc1	5	-1	-4	8	7	-2	-9	-4	6
6	Clc1ccccc1CSc1ncn(-c2ccccc2)n1	0	6	-5	-1	4	-5	-10	0	4
7	N/C(CC1CC1(Cl)Cl)=N\OC(=O)c1ccccc1 (stereo not drawn)	-4	3	0	83*	7	-2	2	1	-6
8	O=C(N/N=C/c1ccc(OCCCF)cc1)c1ccc(C(F)(F)F)cc1	10	3	-1	-2	0	-5	4	-1	-13
9	O=C(CCl)N(CCc1ccccc1)CCc1ccccc1	9	2	1	6	5	9	-1	-1	79*
10	COc1ccc(C2CC(O)(c3ccccc3)Oc3cc(OC)c(OC)c(OC)c32)cc1 (stereo not drawn)	4	3	6	-4	3	-2	-1	-1	6
11	CCCn1c2ccccc2c2nnc(SCC(=O)Nc3nnc(CC(=O)OCC)s3)nc21	5	3	-2	-1	4	-1	-2	0	20
12	CC(=O)Nc1ccc(S(=O)(=O)N/N=C/c2ccc(C)s2)cc1	9	2	-5	-3	-2	-2	-5	1	6
13	CCC(C)(C)NC(=O)CN(CCc1cccc(C)c1)C(=O)c1csnn1	4	0	-2	0	14	0	0	5	3
14	CCOC(=O)c1c(C)[nH]c(C(=O)CSc2nccc(C)n2)c1C	-6	-1	1	5	3	-8	4	-2	-20
15	Cc1cc(C)cc(OCC(=O)NCCc2nc3ccccc3[nH]2)c1	12	1	-1	11	2	6	7	4	-2
16	O=C(Nc1ccc(NC(=O)c2ccco2)nc1)c1ccco1	3	1	0	2	5	-4	0	2	-3
17	CCOC(=O)C(=O)/C(C#N)=C/Nc1ccccc1	2	1	2	2	-1	-4	1	-2	-2
18	CC(Oc1ccc2ccc(=O)oc2c1)C(=O)NC1CC(C)(C)NC(C)(C)C1 (stereo not drawn)	10	2	1	3	-2	2	1	-5	-1
19	COc1cccc(C(C(=O)NC2CCCC2)N(Cc2ccco2)C(=O)c2ccco2)c1OC (stereo not drawn)	13	2	4	-6	1	-6	-4	1	-1
20	O=C(Nc1nc(-c2ccc3ccccc3c2)cs1)c1ccc(N2C(=O)CCC2=O)cc1	-2	1	-5	-4	-1	3	-1	-4	-2
21	CCN(CC)c1ccc(C=Nc2cc(C)ccc2C)c(O)c1	0	-2	2	2	1	-3	-7	-3	4
22	CN(C)S(=O)(=O)c1ccc(NC(=O)CN2C(=O)NC(Cc3ccccc3)C2=O)cc1 (stereo not drawn)	-4	-3	nt	3	-1	2	-3	-2	nt
23	NC(=O)c1nn(-c2cccc(Cl)c2)c(=O)cc1O	7	-5	7	0	5	-4	1	1	-8
24	COc1cc(/C=N/N2CCN(C3c4ccccc4-c4ccccc43)CC2)cc(OC)c1O	4	5	3	-1	4	-6	4	1	6
25	CCn1cc(C(=O)N2CCN(c3cccc(C)c3C)CC2)c(=O)c2ccc(C)nc21	-3	9	5	-1	1	-4	7	-2	-11
26	CCn1c(SC(C)C(=O)NCC2CCCO2)nc2scc(-c3ccccc3)c2c1=O (stereo not drawn)	-4	5	-1	0	-6	-2	-1	3	-1
27	COc1cc(C2NC(=O)NC(C)=C2C(=O)OC2CCCCC2)cc(Br)c1O (stereo not drawn)	1	4	-4	-1	17	2	3	3	-88
28	CCN1CCCC1CNC(=O)C1c2cc(OC)c(OC)cc2C(=O)N(C)C1c1cccnc1 (stereo not drawn)	5	3	8	-4	-2	0	-2	6	-6
29	O=C(CSCc1cc(=O)n2nc(C3CC3)sc2n1)Nc1ccc(F)cc1	1	1	-4	-5	2	-2	1	5	1
30	O=C(Nc1ccc(OC(F)(F)F)cc1)c1ccc(S(=O)(=O)N2CCOCC2)o1	7	5	2	8	-7	-1	1	0	3

# Some of the entries above in a different format:
# Values in the order – PAFAH1B3 FP inh	pPAFAH inh	Fam108B counter	PAFAH2 inh	PAFAH1B2 inh	PAD4 inh	PME-1 primary	LYPLA1 inh	GSTO1 counter
24: COc1cc(/C=N/N2CCN(C3c4ccccc4-c4ccccc43)CC2)cc(OC)c1O
  4	5	3	-1	4	-6	4	1	6
25: CCn1cc(C(=O)N2CCN(c3cccc(C)c3C)CC2)c(=O)c2ccc(C)nc21
  -3	9	5	-1	1	-4	7	-2	-11
26: CCn1c(SC(C)C(=O)NCC2CCCO2)nc2scc(-c3ccccc3)c2c1=O (stereo not drawn)
  -4	5	-1	0	-6	-2	-1	3	-1

# (next part)
nr	SMILES	PAFAH1B3 FP inh	pPAFAH inh	Fam108B counter	PAFAH2 inh	PAFAH1B2 inh	PAD4 inh	PME-1 primary	LYPLA1 inh	GSTO1 counter
31	CCOC(=O)C1CCN(C(=O)c2cc(COc3ccc(OC)c4ccccc34)on2)CC1	1	1	-1	2	4	-2	10	5	1
32	COc1ccc(C2Nc3ccccc3C(=O)N2O)cc1OC (stereo not drawn)	1	4	2	8	1	2	-3	2	10
33	NC(=O)c1nn(-c2ccc(Oc3ccccc3)cc2)c(=O)cc1O	12	2	1	-1	4	-2	2	0	3
34	CCSc1nc2c(c(=O)[nH]1)C(c1cccs1)C(C(=O)OC)=C(C)N2 (stereo not drawn)	-1	2	0	3	1	2	1	-3	3
35	CN1CCN(CC(C)(C)NS(=O)(=O)c2ccc(Cl)cc2)CC1	3	6	-1	-6	-1	-4	3	1	1
36	COc1ccccc1C(=O)Nc1ccc(Oc2ncnc3sc(-c4ccccc4)cc23)cc1	5	-3	-2	-2	2	-4	2	0	0
37	CCN(CC)S(=O)(=O)c1cccc(C(=O)N2CC(O)CC2C(=O)OC)c1 (stereo not drawn)	8	3	-1	3	-3	2	1	0	8
38	CC(=O)Nc1ccc(C(=O)OCC(=O)NC2CCCCCCC2)cc1	16	-10	6	79*	8	0	6	-1	10
39	CN(C)N=Nc1nc2c(c(=O)n(C)c(=O)n2C)n1C	nt	-3	-3	nt	nt	2	-4	-2	-3
40	COc1ccccc1N(C(=O)CCl)c1cn(C(C)=O)c2ccccc12	0	-3	-1	-4	5	4	7	-1	71*
41	CC(C)CNC(=O)NC(=O)COc1ncnc2sccc12	13	-2	2	-3	-3	0	6	-3	0
42	CCCSc1nc(O)c(C2OC(=O)c3c2ccc(OC)c3OC)c(=O)n1C (stereo not drawn)	0	-2	3	1	0	5	6	-3	-8
43	CN(C)NC(=O)C12CCC(C)(C(=O)O1)C2(C)C (stereo not drawn)	-6	4	-5	2	-1	3	-2	3	4
44	CCOC(=O)c1ccc(NC(=O)c2cc(C)nn2-c2ccccc2)cc1	2	3	-6	5	3	0	-16	-3	-5
45	CCC1=C(OC(=O)N(CC)CC)N2C(=O)OC(=NCc3ccccc3)[C@]2(C)[C@H]2C1=CC[C@H]1C(=O)N(CC(=O)OC)C(=O)[C@H]12	10	5	-1	4	-2	-1	2	-3	5
46	COc1ccccc1OCc1nc2ccccc2[nH]1	14	0	-1	-1	2	4	9	-2	0
47	O=C(Cn1cnc([N+](=O)[O-])n1)NCc1ccccc1	1	2	4	-4	1	-5	2	-5	-3
48	Cc1ccc(S(=O)(=O)CC(=O)N(C)C)cc1	3	5	-5	-5	1	-1	-4	-5	-2
49	Cc1ccc(Cl)cc1NC(=O)CCC(=O)Nc1cc(Cl)ccc1C	0	3	2	-2	5	-5	-1	-1	-3
50	COc1cc2c(c(OC)c1OC)C(c1ccc3c(c1)OCO3)CC(=O)O2 (stereo not drawn)	7	4	nt	-1	1	2	nt	nt	nt
51	CC(Oc1ccccc1)C(=O)Nc1c2c(nn1-c1ccccc1)CS(=O)(=O)C2 (stereo not drawn)	4	4	2	2	3	-1	2	1	-1
52	Cc1noc(C)c1NC(=O)N(C)C[C@H]1Oc2ccc(NC(=O)C3CC3)cc2C(=O)N([C@H](C)CO)C[C@@H]1C	5	-1	nt	4	7	2	nt	nt	nt
53	Cc1occc1-c1nnc(SCc2cc(=O)n3cc(Br)ccc3n2)n1C	nt	4	2	nt	nt	2	-3	5	-4
54	Cc1ccc(CNC(=O)CCCCn2c(=O)[nH]c3ccsc3c2=O)cc1	7	5	0	-9	1	0	7	-2	6
55	Cc1nn(CC#N)c(=O)n1-c1ccc(Cl)cc1	1	2	-1	3	5	-3	-2	-2	-1
56	COc1cc(C(=O)NCC(c2cccnc2)N2CCN(C)CC2)cc(OC)c1OC (stereo not drawn)	-5	4	5	-5	-2	0	-2	0	13
57	COc1ccc(Cl)cc1C(=O)Nc1ccc(NC(C)=O)cc1	8	-2	-1	5	-5	-2	3	-2	-9
58	Cc1ccc(C(=O)N[C@@H](Cc2ccccc2)C(=O)N2CCC3(CC2)NCCc2[nH]cnc23)cc1C	1	4	-5	5	1	1	1	2	-3
59	O=C(C1CCCN(S(=O)(=O)c2ccc([N+](=O)[O-])cc2)C1)N1CCCCC1 (stereo not drawn)	11	1	1	1	5	-1	10	-3	4
60	COc1ccc(/C=N/NC(=O)c2cc(C(C)(C)C)[nH]n2)cc1COc1ccc(F)cc1F	-1	-2	-18	-30	-11	1	-34	-21	-23

# Record cards, from the list above. Order of values: PAFAH1B3 FP inh, pPAFAH inh, Fam108B counter, PAFAH2 inh, PAFAH1B2 inh, PAD4 inh, PME-1 primary, LYPLA1 inh, GSTO1 counter
# `CCOC(=O)c1ccc(NC(=O)c2cc(C)nn2-c2ccccc2)cc1` is listed as 2, 3, -6, 5, 3, 0, -16, -3, -5
# `CCOC(=O)C1CCN(C(=O)c2cc(COc3ccc(OC)c4ccccc34)on2)CC1` is listed as 1, 1, -1, 2, 4, -2, 10, 5, 1
# `O=C(CSCc1cc(=O)n2nc(C3CC3)sc2n1)Nc1ccc(F)cc1` is listed as 1, 1, -4, -5, 2, -2, 1, 5, 1
# `O=C(CN1C(=O)c2cccnc2Oc2ccc(Cl)cc21)NCCc1ccccc1` is listed as 5, -1, -4, 8, 7, -2, -9, -4, 6

# This is a subset (hit frequency here may not be typical).
